Compound activity deposited in PubChem BioAssay by The Scripps Research Institute Molecular Screening Center.
OXTR potentiator = potentiators of human oxytocin receptor | CHO-OTR cells, Fluo-8 calcium fluorescence, potentiator mode; 0% = oxytocin EC15, 100% = EC100 | AID 2445 | actives 0.061% (n = 320,000) | activation, % at 3 µM;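 active = activation above that plate's cutoff, the mean activation of tested compounds plus 3 SD, cut at about 6.6% in these data, passing the limit was not always enough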;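 also: 100% uses oxytocin at 75 nM as the full agonist control; some results filed as inactive read as strong as hits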
Target sequence (P30559 whole entry, looked up): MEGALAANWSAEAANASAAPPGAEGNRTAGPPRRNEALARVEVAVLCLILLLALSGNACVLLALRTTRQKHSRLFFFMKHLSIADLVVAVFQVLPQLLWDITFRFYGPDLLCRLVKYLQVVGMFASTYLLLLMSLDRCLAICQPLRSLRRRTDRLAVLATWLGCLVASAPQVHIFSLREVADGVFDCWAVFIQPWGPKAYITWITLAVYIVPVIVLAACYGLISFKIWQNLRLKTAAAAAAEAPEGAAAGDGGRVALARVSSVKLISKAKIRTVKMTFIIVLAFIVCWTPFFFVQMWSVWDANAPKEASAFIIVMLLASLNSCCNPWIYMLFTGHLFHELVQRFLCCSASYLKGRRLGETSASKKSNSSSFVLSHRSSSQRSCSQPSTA
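assay system = CHO-OTR cells, human receptor | schedule = compound 6 min at room temperature before oxytocin, 100 s read | detection = Fluo-8 intracellular calcium fluorescence, ex 470-495, em 515-575 nm | evaluation = normalized max/min fluorescence ratio, % activation | control set = EC15 oxytocin alone as 0%, 75 nM oxytocin (EC100) as 100%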
OXTR ag = agonists of human oxytocin receptor; activation, % at 3 µM; CHO-OTR cells, Fluo-8 calcium fluorescence; normalized: DMSO 0%, oxytocin 100%; actives 0.32% (n = 320,000);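 active = activation above the mean of all tested compounds plus 3 SD, cutoff set per screening run, cut at about 20% in these data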;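 also: peak over basal fluorescence ratio from a 100 s FLIPR kinetic read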
M1 ag = agonists of human M1 muscarinic receptor; AID 588814; P11229; CHO-K1 hM1, Fluo-8 calcium fluorescence, agonist mode; 0% DMSO, 100% acetylcholine EC100; actives 0.33% (n = 360,000); activation, % at 3 µM;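 active = activation above the run's mean compound activation plus 3 SD, cut at about 16% in these data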;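 also: peak over basal fluorescence ratio within a 140 s kinetic read after compound addition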
Target sequence (P11229 whole entry, looked up): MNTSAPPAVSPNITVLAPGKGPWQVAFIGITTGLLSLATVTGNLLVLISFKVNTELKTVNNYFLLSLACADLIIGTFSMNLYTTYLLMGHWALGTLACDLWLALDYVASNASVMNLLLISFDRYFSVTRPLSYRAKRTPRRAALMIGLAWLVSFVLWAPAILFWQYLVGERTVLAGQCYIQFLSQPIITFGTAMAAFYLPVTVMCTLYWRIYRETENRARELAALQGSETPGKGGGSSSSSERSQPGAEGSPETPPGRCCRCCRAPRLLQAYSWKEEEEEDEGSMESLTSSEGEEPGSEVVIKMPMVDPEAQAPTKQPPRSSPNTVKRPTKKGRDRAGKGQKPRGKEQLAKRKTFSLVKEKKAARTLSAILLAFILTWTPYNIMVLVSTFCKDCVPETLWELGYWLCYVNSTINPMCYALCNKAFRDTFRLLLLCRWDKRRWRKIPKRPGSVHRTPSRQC
CHRM1 antagonist = antagonists of human M1 muscarinic receptor. P11229. CHO-K1 hM1, Fluo-8 calcium fluorescence, ACh EC80 antagonist. inhibition, % at 3 µM. actives 1.3% (n = 360,000). AID 588852;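 active = percent inhibition above its own plate's cutoff, namely the mean of that plate's compound wells plus 3 SD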;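 also: peak over basal fluorescence ratio during 140 s after agonist addition; 0% = ACh EC80 plus DMSO and 100% = DMSO alone without agonist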
V1aR counter = counter-screen for oxytocin receptor agonists: human V1a receptor agonists; CHO-V1R cells, Fluo-8 calcium fluorescence, agonist mode; 0% DMSO, 100% 3 nM vasopressin; actives 0.25% (n = 320,000); AID 2797; activation, % at 3 µM; P37288;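 active = activation above the mean activation of all tested compounds plus 3 SD, per screening run, cut at about 20% in these data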;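 also: signal is peak over basal fluorescence ratio across a 100 second FLIPR read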
CHO parental Ca = counter-screen for OX1R antagonists: effect in parental CHO cells. parental CHO-K1, ATP-induced calcium, Fluo-8 fluorescence. inhibition, % at 5.6 µM. actives 0.63% (n = 330,000). AID 463079;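 active = inhibition above that plate's mean sample inhibition plus 3 SD, cut at about 26% in these data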;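 also: 0% = ATP-challenged DMSO wells and 100% = DMSO wells without ATP; some compounds past the cut are filed as inactive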
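Test system: parental CHO cells; detection: calcium-sensitive Fluo-8 fluorescence; evaluation: percent inhibition of calcium signal; also added: ATP as calcium-mobilizing challenge; repeats: one well per compound; control set: ATP-challenged DMSO wells low, unchallenged DMSO wells high; compound: single nominal dose of 5.6 µM per compound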
M1 PAM = human CHRM1 positive allosteric modulation. actives 0.088% (n = 360,000). CHO-K1 hM1, Fluo-8 calcium fluorescence, ACh EC20; 0% = ACh EC20, 100% = maximal ACh. activation, % at 3 µM. P11229; in the data active = activation above about 19%, passing the limit was not always enough
TAAR1 ag = agonists of human TAAR1; Q96RJ0; CHO RD-HGA16 TAAR1, Fluo-8 calcium fluorescence; vehicle wells 0%, saturating PEA agonist 100%; activation, % at 3 µM; actives 0.99% (n = 360,000);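 active = activation above the mean activation of all test compounds in the run plus 3 SD, cut at about 38% in these data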
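System: CHO-derived RD-HGA16 cells with stable Gα16 and human TAAR1 / Times: 17-24 h plating, Fluo-8 75 min 37 °C, 30 min RT / Technique: calcium-sensitive Fluo-8 signal, excitation 470-495, emission 515-575 nm / Measure: % activation relative to PEA EC100 response / Benchmarks: DMSO and PEA EC100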
TAAR1 antagonist = antagonists of human TAAR1; inhibition, % at 3 µM; Q96RJ0; AID 624466; CHO RD-HGA16 TAAR1, Fluo-8 calcium fluorescence, antagonist; actives 1.5% (n = 360,000);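 active = inhibition above a per-plate cutoff, the mean inhibition of test compounds on that plate plus 3 SD, cut at about 49% in these data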;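 also: 0% = DMSO plus EC80 beta-PEA response and 100% = DMSO alone without agonist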
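Test system: CHO RD-HGA16 cells bearing hTAAR1 | Reagent: β-PEA, EC80 | Compound dosing: 3 µM, single point | Schedule: Dye loading 75 min at 37 °C, then 30 min room temperature | Signal: Calcium fluorescence with Fluo-8 | Evaluation: Percent inhibition of PEA-evoked calcium signal, max/basal emission ratio | Control set: DMSO-only wells and EC80 β-PEA-stimulated wells | Repeats: Singlicate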
An asterisk follows results filed as active; . = no result given.

Compound,CHO parental Ca,TAAR1 antagonist,OXTR potentiator,TAAR1 ag,M1 PAM,CHRM1 antagonist,M1 ag,OXTR ag,V1aR counter
Cc1nn(-c2ccccc2)c(N2CCCC2)c1/C=N/Nc1ccc(S(=O)(=O)Nc2ccccc2)cc1[N+](=O)[O-],-6.0,-11.4,1.7,0.9,-1.9,5.9,-6.8,-0.6,0.0
COc1ccc(C(=O)CCC(=O)Nc2ccc(N3CCCCC3)cc2)cc1OC,-9.8,-1.2,-4.3,-5.2,4.0,-0.5,-3.7,0.6,2.3
COc1ccc(OC(=O)c2c(C)nn(-c3ccccc3)c2C)cc1,-6.9,-21.2,-14.5,1.9,9.4,-15.1,-5.2,-2.8,2.6
COc1ccc(C(C)(C)C)cc1NC(=O)C1CCCO1 (configuration not stated),-6.6,-15.7,-4.4,13.4,4.9,-9.2,-0.3,-0.8,-0.6
CCc1nnc(NC(=O)[C@@H](NC(=O)c2cccc(S(=O)(=O)N3CCOCC3)c2)C(C)C)s1,-0.2,-16.1,-5.4,0.2,-2.8,3.0,-5.7,-0.3,0.3
CC(/C=N/NC(=O)c1cc(-c2ccccc2)nc2ccccc12)=C\c1ccco1,-10.7,4.3,-0.5,-2.5,6.8,-0.8,-7.3,-1.4,1.1
CCCN(CC(=O)Nc1ccccc1C)C(=O)CCCNC(=O)c1ccc(Cl)cc1,.,-32.9,.,2.0,13.8,-16.3,-1.8,.,.
CCOC(=O)N1CCN(C(=O)c2cccc(N3C(=O)NC4CC3(C)Oc3ccc(Cl)cc34)c2)CC1 (configuration not stated),-15.0,4.2,-4.6,1.6,3.2,-7.9,-4.8,-0.4,0.6
Cc1ccc2c(c1)c1nnc(SCC(=O)N3CCCc4ccccc43)nc1n2CC(=O)O,-22.9,7.9,-16.1,4.4,4.5,-4.8,-5.1,-1.7,0.8
O=C1CC(N2CCSCC2)C(=O)N1c1ccccc1 (configuration not stated),-16.4,-0.6,1.9,1.0,4.1,-10.7,-3.3,1.2,1.0
CCN(CCO)Cc1csc2ccc(Cl)cc12,0.8,7.5,1.5,8.9,8.9,-16.3,-9.2,0.5,0.8
CCCCn1c(NC(=O)c2ccc(Br)o2)c(S(=O)(=O)c2ccccc2)c2nc3ccccc3nc21,-3.2,5.3,0.2,4.7,-10.2,0.8,-1.1,0.3,1.4
COc1ccccc1N1CCN(S(=O)(=O)CCNC(=O)c2cc(OC)c(OC)c(OC)c2)CC1,-16.2,-11.7,-0.6,0.7,6.4,-10.9,-0.9,2.1,4.2
CCCCn1nc(C(=O)N(CC(C)C)c2c(N)n(CCCC)c(=O)[nH]c2=O)c2ccccc2c1=O,.,-29.7,.,6.7,7.3,-5.0,-4.1,.,.
CCN(CC)CCCNCC(=O)Nc1cc(C)on1,1.3,-2.6,4.0,6.4,2.0,9.1,-3.6,0.3,2.4
Cc1ccc(C)c(NC(=S)NC(=O)c2cncc(Br)c2)c1,-22.4,-38.2,-1.5,3.1,18.1,-17.9,-0.8,-2.9,-0.8
O=C(Cc1ccc(NC(=O)C2CCN(C(=O)c3ccccc3)CC2)cc1)Nc1cccc(C(=O)N2CCCCC2)c1,.,-7.9,.,1.0,5.2,-10.0,-3.0,.,.
O=C(O)c1ccccc1C(=O)N1CCN(Cc2ccc3c(c2)OCO3)CC1,.,-13.2,.,1.2,7.5,-10.0,-3.2,.,.
Cc1cc(Cl)ccc1OC(C)C(=O)Nc1cnn(CCCC(=O)O)c1 (configuration not stated),3.3,-13.5,-4.5,1.3,2.4,-0.8,-1.5,1.0,0.3
Cn1cnnc1SCC(=O)Nc1ccc(Oc2ccccc2)cc1,-0.2,-13.9,-0.5,0.5,2.3,0.1,-3.0,0.8,0.7
Cc1sc2ncn(CC(=O)NCC3COc4ccccc4O3)c(=O)c2c1S(=O)(=O)N1CCCCC1 (configuration not stated),-24.3,11.8,5.5,5.5,2.1,2.5,-3.2,0.5,0.0
CCN(CC)C1CCN(C(=O)CCc2nnc(CCCCc3ccccc3)o2)C1 (configuration not stated),-13.9,16.8,-6.5,0.4,-13.4,15.1,-13.6,-0.1,-0.4
COc1ccccc1N1CCN(CC(O)COCCOc2ccc(Br)cc2)CC1 (configuration not stated),-18.4,1.7,-9.5,11.6,-0.7,-5.7,-7.7,4.3,10.2
COc1cc(Cl)c(C)cc1NC(=O)CCCn1c(=O)oc2ccccc21,-20.4,-9.3,-4.5,-1.4,-5.3,2.2,-2.9,-3.6,-1.5
COc1cccc(OC)c1C(=O)Nc1cc(C)on1,3.8,10.1,3.6,7.8,11.7,-3.9,-0.2,1.2,1.1
O=C(Nc1ccccc1F)c1ccc(CN2CCc3ccccc3C2)cc1,-8.4,-12.4,-2.4,-2.0,-9.0,7.3,-8.2,-0.8,0.1
O=S(=O)(NC1CCCCC1N1CCN(c2ccc(F)cc2)CC1)c1ccccc1 (configuration not stated),-27.2,-34.3,-5.7,-1.1,-12.4,16.9,-6.2,-1.5,-0.7
Cc1c(NC(=O)CSCc2ccc(Cl)cc2Cl)cccc1C(=O)O,-13.2,12.3,1.2,11.2,4.5,-13.7,-4.6,1.4,0.9
O=C1[C@H]2C(c3ccccc3)=NN(c3ccccc3)[C@H]2C(=O)N1c1ccccc1,-17.5,-4.5,-9.2,3.8,5.5,-9.7,-3.1,-1.4,-1.0
CCOC(=O)C1C(=O)OC(C)(C)C1C(CC)C(=O)c1c(C)cc(C)cc1C (configuration not stated),-23.0,-55.8,1.4,0.4,5.5,-9.4,-7.3,-2.6,-0.8
O=C(NNC(=O)c1ccc(F)cc1F)c1ccc2c(c1)OCO2,-4.3,-5.0,-5.5,-0.9,8.6,-12.2,-1.8,0.1,-1.0
COc1cccc(-n2ccnc2SCC(=O)Nc2ccccc2F)c1,3.7,-2.1,-6.8,-1.4,4.0,1.6,-5.4,-0.6,-1.0
COc1ccc(/C=C2\CCCc3c2nc2ccccc2c3C(=O)O)cc1OC,2.8,.,-9.3,.,.,.,.,1.6,14.2
O=C(c1cccs1)c1no[n+]([O-])c1C(=O)c1cccs1,5.2,.,-6.4,.,-2.9,-16.6,-3.5,0.2,-0.1
CCOC(=O)c1c(-c2cccc([N+](=O)[O-])c2)cn2ccccc12,-17.8,22.9,-14.1,2.7,-8.1,16.1,-6.2,-2.6,-2.0
Cc1ccc2c(c1)[C@H]1[C@H](CO2)[C@H](c2ccccc2)[C@]2(C)C(=O)N(Cc3ccc(Cl)cc3)CC(=O)N12,-43.8,-4.7,-3.5,3.0,10.2,-13.5,-0.3,1.7,1.2
CCOC(=O)CSC1=N/C(=C\c2ccc(OC)c(OC)c2)C(=O)N1C,-10.4,-1.5,-5.9,2.5,-3.5,11.8,-7.3,0.4,0.5
CC(C)N(Cc1ccccc1)C(=S)Nc1ccc(F)cc1,-12.2,-18.2,-13.9,-1.1,5.8,-6.8,-5.8,-0.9,-0.2
CCCCOC(=O)c1ccc(NC(=O)c2cc(Cl)ccc2OC)cc1,-19.1,-9.3,-4.1,9.7,-0.7,-3.8,-4.2,-0.1,1.3
Cc1nn(-c2ccccc2)c(Cl)c1/C=N/NC(=O)c1ccn[nH]1,-4.8,-7.0,-4.2,1.1,11.8,0.6,7.0,-0.8,-0.2
O=C(OCc1ccc(F)cc1)c1ccc2c(c1)-c1ccccc1C2=O,-3.6,32.6,0.2,7.1,3.2,-0.4,-2.6,1.6,1.8
OC[C@@H]1CN(Cc2ccc(Cl)cc2)C[C@H](n2cnc3c(NCc4ccc(F)cc4)ncnc32)O1,.,-0.2,.,4.9,2.5,-2.3,-0.8,.,.
COC(=O)c1ccccc1S(=O)(=O)NNC(=O)C1COc2ccccc2O1 (configuration not stated),.,-2.1,.,0.5,4.8,-8.0,-0.7,.,.
CC(C)N1CC(C(=O)Nc2nc3ccccc3s2)CC1=O (configuration not stated),-8.6,-11.2,-5.2,13.3,0.8,2.3,-1.5,2.6,1.1
COc1ccc2nc(NC(=O)C3CSC4(C)CCC(=O)N34)sc2c1 (configuration not stated),-15.7,-22.1,-3.7,0.8,-1.7,-6.0,-1.8,-1.7,0.3
COc1ccc(C(=O)Nc2ccc(Cl)cc2C(=O)N2CCCC(C)C2)cc1OC (configuration not stated),-25.0,17.4,-7.4,3.9,-4.3,-7.8,-2.2,-2.3,-2.0
CCOC(=O)Cc1csc(NC(=O)C(C)(C)CC)n1,-8.8,5.6,-0.8,5.8,9.1,-3.6,-4.8,-1.1,0.4
O=C(Nc1ccccc1O)c1csc2c1CCCC2,-12.7,-6.5,-5.7,1.6,-4.1,6.6,-5.7,1.0,2.4
O=C(O)CC/C(=C\c1ccc(N2CCOCC2)c([N+](=O)[O-])c1)c1nc2ccccc2s1,.,-6.2,.,3.6,11.8,-7.8,-7.7,.,.
CCCCOP(=O)(c1ccc(N(C)C)cc1)C(Nc1ccccc1)c1ccccc1 (configuration not stated),-15.7,48.4,-5.9,4.3,-13.6,30.0,-3.4,-3.0,1.8
COc1ccc(CNC(=O)CSc2nnc(Cn3nnc4ccccc43)n2C)cc1,-8.9,5.5,-0.2,3.4,2.1,-30.0,-6.9,-0.7,0.2

3 entries out of the list, sorted by formula weight, rising.
Compound,CHO parental Ca,TAAR1 antagonist,OXTR potentiator,TAAR1 ag,M1 PAM,CHRM1 antagonist,M1 ag,OXTR ag,V1aR counter
O=C(Nc1ccccc1O)c1csc2c1CCCC2,-12.7,-6.5,-5.7,1.6,-4.1,6.6,-5.7,1.0,2.4
CCOC(=O)Cc1csc(NC(=O)C(C)(C)CC)n1,-8.8,5.6,-0.8,5.8,9.1,-3.6,-4.8,-1.1,0.4
O=C(OCc1ccc(F)cc1)c1ccc2c(c1)-c1ccccc1C2=O,-3.6,32.6,0.2,7.1,3.2,-0.4,-2.6,1.6,1.8
